# Source: PubChem
# Ins promoter up = MIN6 insulin promoter up-regulation. 0.3% of 190,000 active. z-score at 5 µM. MIN6 insulin promoter-GFP reporter, high-content imaging; active compounds read high;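 active = z-score above 3 at 5 µM with at least 500 cells counted in the well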
# Lipid droplet = modulators of hepatic lipid droplet formation | AML12 mouse hepatocytes, oleate lipid droplets, BODIPY imaging | inhibition, % at 6.5 µM | 0.4% of 240,000 active;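 active = lipid droplet intensity inhibited by at least 50%, with more than 500 cells counted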
#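 Material – AML12 mouse liver cells · Also added – oleate loading, 100 µM · Compound dosing – 6.5 µM single-point dosing · Times – overnight treatment with compound plus oleate · Measured by – fluorescence imaging, 20x objective, two fields per well · Read-out – percent inhibition of filter-corrected integrated lipid droplet intensity per well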
# Autophagy HCS = autophagy modulation, high-content screen; MEF GFP-LC3 puncta imaging; test concentration mostly 10 µM; calls only at 10 µM (by protocol); 0.98% of 190,000 active;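 active = percentage of spot-positive cells more than 3 SD above its plate mean, without a fluorescence outlier flag or 80% toxicity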;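 note: spot-positive cell cutoff set from DMSO-treated cells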
# WT yeast gro inh = growth inhibition of WT yeast, mitochondrial fusion screen | AID 1362 | mitochondrial fusion phenotypic screen, WT strain | 2.1% of 190,000 active | inhibition, % at 10 µM; in the data active = inhibition above about 58%; tested in S. cerevisiae
# MT stabilizer = stabilizes microtubules in HeLa cells; HeLa tubulin immunostaining HCS, 24 h; share of cells brighter than vehicle mean+2SD; % tubulin-high responders, % at 10 µM; 0.83% of 200,000 active;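 active = plate Z-score above 3 for both tubulin-high and condensed-nucleus cell shares, with cell loss under 80%, at 10 µM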;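 note: anti alpha tubulin signal scored within the nucleus-defined area of each cell; some results filed as inactive read as strong as hits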
# HEK293 NOD2/NF-kB = NOD2 signaling inhibitors, cell-based, luminescence, uHTS, HEK293 (AID 1566). 0.63% of 290,000 active. inhibition, % at 4 µM, or EC50 in µM where a hit was titrated. HEK293 NOD2/NF-kB luciferase reporter, luminescence; higher % means a stronger effect; in the data active = inhibition above about 50%; note: many of its hits are not listed in these tables
# Dynein cargo inh = dynein cargo transport inhibition; 3617.4 mouse cells, GR-EGFP nuclear translocation imaging; test concentration mostly 20 µM; stimulated with dexamethasone, 1 µM; active compounds read low; 0.47% of 220,000 active; z-score, hits read low;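 active = plate z-score of nuclear minus cytoplasmic receptor signal below a set negative limit, without overly bright fluorescence or cell loss, cut at about -3.5 in these data, passing the limit was not always enough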;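 note: z-score of nuclear minus cytoplasmic ring GR-EGFP intensity difference per well; some compounds called inactive have numbers as strong as hits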
#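 Also added – dexamethasone, 1.0 µM final · Buffer or medium – tet-free, stripped-serum medium · Schedule – induction 48 h, compound 1 h, agonist 30 min · Detection – formaldehyde fixation, Hoechst nuclear stain, 10x automated fluorescence imaging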
# Yfh1-depleted yeast = mitochondrial function rescue without frataxin homolog – Friedreich's ataxia, plus single-dose screen, dose response (AID 1465). 0.074% of 220,000 active. fold induction at 50 µM, or EC50 in µM where a hit was titrated. S. cerevisiae Yfh1-off respiration, WST-1 reduction, 72 h; higher fold induction means a stronger effect;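 active = fold induction of absorbance versus untreated yeast above a set limit, then at least 30% activation at any dose in follow-up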;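 note: activators that raise dye reduction in frataxin-depleted yeast; strong numbers were not always called active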
# bCat nuc transl = beta-catenin nuclear translocation modulation. HeLa beta-catenin nuclear translocation, immunofluorescence imaging. nuclear translocation activity, % at 5 µM. 0.3% of 190,000 active. AID 1665;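 active = nuclear translocation activity above 50% at 5 µM, with a well cell count of 50 or more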;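 note: per-cell ratio of nuclear to cytoplasmic median beta-catenin stain intensity; plate controls were DMSO negative control for no effect and GSK-3 inhibitor IX positive control for full effect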
#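 System: Human HeLa cells, endogenous beta-catenin | Compound dosing: 5 µM primary, 0.02–20 µM confirmation | Timing: 24 h compound exposure at 37°C, 5% CO2 | Measured by: Fluorescence imaging of beta-catenin antibody stain plus DAPI | Read-out basis: % activation of per-cell nuclear versus cytoplasmic median beta-catenin signal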
# WT yeast gro inh mutant strain = second read-out of WT yeast gro inh, no call of its own (marks repeat the call); inhibition, %; mitochondrial fusion phenotypic screen, mutant strain inhibition
# Dynein cargo inh cytoplasmic EGFP = further read-out of Dynein cargo inh, marked with its call; z-score; measured here: cytoplasmic GR-EGFP intensity; active compounds read high
# Dynein cargo inh nuclear GR-EGFP = second read-out of Dynein cargo inh, no call of its own (marks repeat the call); z-score; measured here: nuclear GR-EGFP intensity;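 lower value marks the stronger effect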
# Dynein cargo inh cell count = second read-out of Dynein cargo inh, no call of its own (marks repeat the call); z-score; measured here: cell count per field
# Ins promoter up cell count = also measured in Ins promoter up; calls as there; cell count; measured here: cytotoxicity, nuclei count;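 total cells summed across four imaged fields per well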
# Lipid droplet cells 6.5 µM = also measured in Lipid droplet; calls as there; cell count; measured here: cell count, cytotoxicity flag;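 cells counted across two imaged fields per well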
# bCat nuc transl cell count 5 µM = second read-out of bCat nuc transl, no call of its own (marks repeat the call); cell count; measured here: cell count, cytotoxicity flag
# MT stabilizer Hoechst-high % = further read-out of MT stabilizer, marked with its call; % Hoechst-high responders; measured here: nuclear condensation Hoechst responders;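 share of cells brighter than vehicle mean plus two SD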
# MT stabilizer cytotoxicity % = also measured in MT stabilizer; calls as there; toxicity, %; measured here: cytotoxicity by cell density;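 0% = mean cell density of plate MIN control wells and 100% = no cells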
# Autophagy HCS cell loss 18 h = second read-out of Autophagy HCS, no call of its own (marks repeat the call); toxicity, %; measured here: cell loss, nuclei count;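 cell loss after 18 h compound exposure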
# Numbers without * were called inactive; i = inactive; . = no result given. Some of the compounds tested (hit frequency here may not be typical).
SMILES,Ins promoter up,Ins promoter up cell count,Lipid droplet,Lipid droplet cells 6.5 µM,Autophagy HCS,Autophagy HCS cell loss 18 h,WT yeast gro inh,WT yeast gro inh mutant strain,MT stabilizer,MT stabilizer Hoechst-high %,MT stabilizer cytotoxicity %,HEK293 NOD2/NF-kB,Dynein cargo inh,Dynein cargo inh cytoplasmic EGFP,Dynein cargo inh nuclear GR-EGFP,Dynein cargo inh cell count,Yfh1-depleted yeast,bCat nuc transl,bCat nuc transl cell count 5 µM
CC1CN=C(N(C(=O)Nc2ccccc2)c2ccc(S(=O)(=O)N3CCOCC3)cc2)S1 (stereo not drawn),-1.3,1163,5.3,678,i,-8.4,-3.6,0.2,3.3,1.3,2.9,-14.5%,0.0437,-0.231,0.23,0.488,i,-0.3,1107
CCc1nnc(NC(=O)CSc2nnc(-c3ccccc3O)n2CC)s1,0.03,921,4.1,798,i,-8.7,-19.6,-2.5,0.6,1.5,14.4,-32.4%,0.339,-0.17,0.0686,0.4,i,.,.
N/C(=N\OC(=O)c1cccc2ccccc12)c1cccc([N+](=O)[O-])c1,-0.47,1488,.,.,i,3.7,2.2,2.0,1.7,1.5,5.4,-3.3%,0.577,-0.205,-0.0075,0.059,i,1.1,1318
CCOC(=O)NC1(C(F)(F)F)NC(=O)N(C2CCCCC2)C1=O (stereo not drawn),-1.14,905,-12.8,786,i,8.6,-3.7,-10.8,2.2,2.2,5.2,2.7%,-0.475,-0.187,0.049,0.782,i,.,.
COc1ccc(NC(=O)N(CCCN2CCOCC2)Cc2cccnc2)c(OC)c1,.,.,.,.,i,-1.3,24.6,17.5,2.5,4.2,0.4,.,0.149,-0.232,0.27,-0.0992,i,.,.
Cc1ccc(C)c(N2CCN(C(=O)c3cc4ccccc4oc3=O)CC2)c1,-1.32,1047,.,.,i,0.8,12.5,4.1,1.9,3.7,7.8,-3.4%,-0.864,-0.238,-0.383,0.26,i,.,.
Cc1ccc(/C=N/c2sc(Cc3ccccc3)c(C)c2C(N)=O)o1,-0.04,1326,.,.,i,13.0,16.1,2.6,3.0,2.1,3.6,-6.4%,-0.877,-0.293,-0.653,0.368,i,-3.9,596
CS(=O)(=O)N(CC(O)Cn1c2ccccc2c2ccccc21)c1cccc2ccccc12 (stereo not drawn),-0.71,849,-0.5,802,i,6.9,31.9,7.3,3.5,1.0,7.1,-9.5%,2.11,0.35,1.73,-1.78,i,-1.5,1128
Cc1cc2ncn(/N=C/c3cc(Br)ccc3O)c2cc1C,1.77,1164,.,.,i,10.3,4.3,5.5,5.1,2.2,0.1,-3.1%,0.919,0.171,1.52,-2.07,i,-1.1,1148
COC(=O)c1cccc(NC(=S)N2CCOCC2)c1,.,.,4.0,690,i,15.5,-7.4,-10.4,3.2,1.1,9.0,9.5%,0.151,-0.18,0.596,-0.41,i,0.4,1589
COc1ccc(CN2C=C3C(=O)C(C)(OC(=O)CCc4ccccc4)C(=O)C=C3C=C2c2ccc(C#N)cc2)cc1 (stereo not drawn),-0.12,1000,21.2,665,.,.,.,.,.,.,.,9.5%,-0.319,-0.748,-0.105,0.383,i,-0.2,1190
COCCNC(=O)c1onc(CSc2cc(C)cc(C)c2)c1C(=O)NCCOC,-0.22,780,.,.,.,.,.,.,.,.,.,14.4%,0.00487,-0.665,0.302,-0.124,i,-1.3,1104
O=C(C[n+]1ccccc1)Nc1cc(C(F)(F)F)ccc1Cl,-0.14,1361,20.0,514,i,-5.3,-0.1,-3.6,5.6,1.9,10.2,-5.6%,0.357,-0.269,-0.0554,-0.0829,i,0.7,1129
Cc1c(C(=O)Nc2ccc(Cc3ccncc3)cc2)cccc1[N+](=O)[O-],-0.6,2212,-10.9,545,i,8.5,13.3,-17.0,4.9,4.8,1.0,22.4%,-0.985,-0.303,-0.802,1.41,i,-1.7,962
O=C(NNC(=O)c1sccc1-n1cccc1)Nc1ccccc1,-0.97,1062,-4.3,667,i,8.8,-5.6,1.6,3.1,1.0,9.6,-7.2%,0.58,-0.343,0.0775,-0.385,i,-2.5,1106
c1ccc(-c2cc(N3CCCCC3)c3ccccc3n2)cc1,-0.44,1157,-16.6,684,i,25.2,36.4,49.1,2.5,1.7,6.6,1.7%,0.415,-0.101,0.325,-0.2,i,-1.1,1023
COC(=O)C1=C(C)N(Cc2ccc(C)cc2)C(=O)/C1=C\c1cc(OC)c(OC)c(OC)c1,.,.,3.2,637,i,4.6,4.6,16.9,6.7,1.4,9.4,-7.3%,-3.5*,0.384*,-2.37*,1.56*,i,-1.2,1156
Cc1cccc(C)c1NC(=O)C1(NC(=O)C2CCC(=O)N2)CCCCC1 (stereo not drawn),-0.06,1399,-8.6,652,i,-4.8,-7.9,-2.7,2.2,4.1,11.5,9.0%,2.21,-0.293,0.791,-0.837,i,-2.3,533
CC(C)NC(=O)c1ccc(S(=O)(=O)N(C)C)cc1,0.34,1569,8.7,659,i,28.4,2.7,1.3,3.6,1.1,4.9,14.2%,-0.0754,-0.19,0.142,-0.724,i,-0.6,1084
C#CCOCCOCCOCCNc1nc(N2CCN(C(=O)C(CCC(=O)O)n3cc(C(N)CC(C)C)nn3)CC2)nc(N2CCN(C(=O)C(Cc3cc4ccccc4[nH]3)n3cc(C(N)Cc4ccc(O)cc4)nn3)CC2)n1 (stereo not drawn),-1.2,1479,-10.1,735,i,3.6,1.5,1.8,2.3,0.7,4.6,-15.8%,0.374,0.693,0.77,-1.12,.,-1.0,1115
CN(C)c1ccc2c3c(ccc(N(C)C)c13)COC2,0.55,1429,-14.3,693,i,10.5,1.0,2.5,2.0,1.2,4.0,15.2%,-0.339,-0.344,-0.0857,0.579,i,-2.5,1143
Cc1ccc(N(C(=O)c2sc(C)nc2C)C(C(=O)NCc2ccco2)c2ccccc2)cc1 (stereo not drawn),0.09,1969,-0.6,639,i,27.2,17.2,17.9,2.7,1.9,5.8,-10.8%,-0.416,-0.211,-0.4,-0.011,i,-2.6,1075
COc1cccc(OCC(O)CN2CCN(c3ncccn3)CC2)c1 (stereo not drawn),0.84,1269,35.9,630,i,-11.4,-6.5,-10.9,5.6,2.1,8.9,6.6%,-0.721,-0.309,-0.516,0.841,i,.,.
CCOc1ccc(CCNC(=O)C2=C(C)C(=O)OC23CCC(C)CC3)cc1OCC (stereo not drawn),-0.97,1300,17.6,788,i,3.0,16.5,-1.4,2.4,2.4,5.8,17.4%,-1.25,-0.35,-0.716,1.51,i,-0.3,1113
CCOC(=O)c1cn2nc(Oc3ccc(NC(C)=O)cc3)ccc2n1,0.4,1106,-0.8,655,.,.,.,.,.,.,.,-13.0%,0.154,-0.222,0.0936,0.00332,i,-0.6,1234
CCC(Oc1ccccc1)C(=O)Nc1ccsc1C(=O)OC (stereo not drawn),-0.02,1225,-11.6,619,i,-5.7,37.4,5.3,3.9,5.7,7.9,6.8%,1.44,-0.253,0.318,-0.492,i,0.7,980
CC1CN(C(=O)C(C)N2CCN(c3cccc(Cl)c3)CC2)CC(C)O1 (stereo not drawn),-0.31,1250,-10.9,604,i,-1.1,-22.3,-6.2,2.9,1.9,8.7,6.1%,0.984,-0.124,0.365,-0.752,i,0.2,1156
CC1CCCC(C)N1C(=O)COc1ccc(C(=O)Nc2ccccc2N2CCOCC2)cc1 (stereo not drawn),-0.27,1469,6.6,686,i,-2.8,3.6,8.4,3.1,1.7,4.1,19.1%,-0.653,0.0114,-0.301,-0.0588,i,-1.0,1060
Cc1ccc(-c2nc3cccnc3o2)cc1NC(=O)COc1ccc(Cl)cc1C,-0.17,1302,-0.6,766,i,-13.2,8.0,-12.6,7.0,4.3,5.1,22.8%,-0.328,-0.27,0.0359,-0.252,i,-3.0,1053
CCOC(=O)C1CCN(CC(O)COCc2cccs2)CC1 (stereo not drawn),-0.98,1281,0.8,677,i,4.8,15.4,-5.0,3.8,2.0,16.6,12.2%,0.473,-0.329,0.64,0.129,i,-0.9,1072
O=c1c(-c2ccco2)[n+]([O-])c2ccccc2n1OCc1ccccc1F,.,.,22.3,786,i,6.2,2.5,1.8,2.1,1.6,9.0,6.3%,-0.378,-0.152,-0.0983,0.707,i,.,.
CCOc1cc(NC(=S)NCCCN2CCOCC2)c(OCC)cc1NC(=O)C1CCCCC1,-0.35,1375,-3.6,705,i,-5.1,-1.0,2.4,1.2,1.2,4.1,5.8%,-0.271,-0.241,-0.00251,0.242,i,0.2,1002
Fc1ccc(-c2onc3ccc(C4OCCO4)cc23)cc1,-0.49,1312,3.7,683,i,2.4,5.2,31.4,2.2,2.5,5.9,-45.0%,-1.23,-0.287,-0.472,1.02,i,-0.2,1092
NC1=NC(=O)C2(COC(c3ccccc3Cl)OC2)S1 (stereo not drawn),0.07,1193,-5.7,706,i,-5.8,-6.7,-13.9,1.7,1.2,4.5,-3.3%,0.549,-0.245,0.336,-0.588,i,-2.3,1200
CCC(=O)Nc1cc(C)c(NC(=O)C23CC4CC(CC(C4)C2)C3)cn1,.,.,16.2,734,i,-4.3,-4.0,-2.7,1.6,2.4,14.7,13.1%,-0.534,-0.217,0.377,0.256,i,-1.0,1242
